# PTHR1 ag: agonists of human PTHR1 parathyroid hormone receptor; Q03431; HEK293 GP2 PTHR1 cells, GloSensor cAMP luminescence, 1 h; Potency, µM (series often up to 115 µM), for inactives: at the highest dose activation, most hits filed as activators; 410,000 compounds, 0.075% hits; further: nearly all actives have a fitted effect of over 55% in size; some results filed as inactive show a strong effect at the top dose; inactives centre near -15; many of its hits are not listed in these tables
#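 HEK-293-derived GP2 cells expressing PTHR1 and a GloSensor cAMP reporter, 3,000/well, plated overnight, given luciferin plus IBMX (each 0.5 mM as added) for 1 h at 37 °C, then compound for 1 h at 37 °C. Luminescence was read after 15 min at room temperature.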
# EPAC2 agonist: agonists of human EPAC2 (RAPGEF4); Potency, µM (top dose mostly 154 µM), without a hit: at the top dose activation, actives largely listed as activators; EPAC2 activation, biochemical qHTS; response scale: 100% = 6.5 mM cAMP response; Q8WZA2; 360,000 compounds, 0.079% hits; further: nearly all actives have a fitted effect of over 50% in size
#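 Nucleotide exchange monitored as fluorescence drop when BODIPY-GDP leaves Rap1B. Reaction: 100 nM EPAC2, 250 nM RAP1B-BODIPY-GDP, 50 uM GDP, room temperature, kinetic read over 30 min. Activity expressed relative to 6.5 mM cAMP.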
# aSyn rescue: rescues yeast growth from alpha-synuclein toxicity. Yeast expressing alpha-synuclein, growth rescue, BacTiter-Glo, 24 h. Potency, µM (top dose mostly 46.1 µM), for the others: at the top dose growth rescue (activation), usual class: activators. 370,000 compounds, 0.14% hits; further: % of control where 0% means no effect; nearly all actives have a fitted effect of over 65% in size
#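 Rescue of yeast growth: cells expressing toxic alpha-synuclein, induced in galactose at OD600 0.02, incubated with compound 24 h at 30 C. ATP luminescence quantified growth; inhibitors of toxicity appear as activators.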
# EPAC2 antag: EPAC2 (human) antagonism. Potency, µM (titrated, usually from 114 µM), without a hit: at the top dose activity, negative = inhibition, hits mostly inhibitors. Q8WZA2. EPAC2 GEF exchange of Rap1B-BODIPY-GDP, fluorescence. 360,000 compounds, 0.18% hits; further: on the % scale 0 is the no-effect control and ±100 the full control effect; nearly all actives have a fitted effect of over 45% in size; many of its hits are not listed in these tables
# FUS suppressor: FUS proteinopathy suppression in yeast. S. cerevisiae FUS-expressing, growth rescue, OD600, 24 h. Potency, µM (series often up to 76.6 µM), for the others: at the highest dose growth rescue (activation), usual class: activators. 390,000 compounds, 0.24% hits;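 further: plate controls were DMSO vehicle for no effect and reference control for full effect; nearly all actives have a fitted effect of over 55% in size; some results filed as inactive show a strong effect at the top dose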
#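 Restored growth of FUS-toxic S. cerevisiae, read as 600 nm absorbance after 24 h at 30C in galactose medium (starting OD 0.005). Controls CP55940 and DMSO.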
# EPAC1 antagonist: EPAC1 (human) antagonism | O95398 | EPAC1 GEF assay, Rap1b-BODIPY-GDP exchange fluorescence | Potency, µM (highest dose often 115 µM), without a hit: top-dose activity change, negative = inhibition, actives largely listed as inhibitors | 360,000 compounds, 0.14% hits | AID 720709;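 further: plate controls were vehicle for no effect and positive control for full effect; nearly all actives have a fitted effect of over 50% in size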
# Target sequence (O95398 whole entry, looked up): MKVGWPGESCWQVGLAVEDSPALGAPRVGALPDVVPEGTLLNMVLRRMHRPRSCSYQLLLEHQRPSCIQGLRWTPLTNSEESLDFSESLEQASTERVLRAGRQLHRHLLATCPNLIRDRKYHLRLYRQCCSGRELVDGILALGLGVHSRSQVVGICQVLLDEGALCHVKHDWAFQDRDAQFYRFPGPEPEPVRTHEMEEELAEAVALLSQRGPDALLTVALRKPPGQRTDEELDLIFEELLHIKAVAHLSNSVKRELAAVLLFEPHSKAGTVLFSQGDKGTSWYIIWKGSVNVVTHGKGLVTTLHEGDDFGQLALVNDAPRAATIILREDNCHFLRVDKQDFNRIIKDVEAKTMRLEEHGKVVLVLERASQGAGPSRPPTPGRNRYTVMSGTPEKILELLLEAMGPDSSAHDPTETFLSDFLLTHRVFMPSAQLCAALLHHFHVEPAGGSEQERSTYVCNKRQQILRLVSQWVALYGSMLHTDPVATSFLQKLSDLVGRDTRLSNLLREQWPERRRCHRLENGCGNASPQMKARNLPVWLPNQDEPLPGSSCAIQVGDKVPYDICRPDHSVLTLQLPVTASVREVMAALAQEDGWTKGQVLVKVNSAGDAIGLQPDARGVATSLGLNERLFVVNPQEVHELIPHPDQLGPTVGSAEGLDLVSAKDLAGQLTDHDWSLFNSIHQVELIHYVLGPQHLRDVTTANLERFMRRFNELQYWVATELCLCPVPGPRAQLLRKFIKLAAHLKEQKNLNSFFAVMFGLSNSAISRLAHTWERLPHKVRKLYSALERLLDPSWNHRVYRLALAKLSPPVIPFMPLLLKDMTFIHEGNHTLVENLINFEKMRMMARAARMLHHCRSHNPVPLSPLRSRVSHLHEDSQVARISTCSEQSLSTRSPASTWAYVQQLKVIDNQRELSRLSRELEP
# EPAC1 ag: EPAC1 (human) agonism. AID 720707. EPAC1 agonist qHTS, biochemical assay; response scale: 100% = response to 6.5 mM cAMP. Potency, µM (highest dose often 154 µM), for inactives: top-dose activation, usual class: activators. 360,000 compounds, 0.073% hits. O95398; further: nearly all actives have a fitted effect of over 60% in size
#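 Compounds were pinned as a concentration titration into mixtures of EPAC1 (100 nM), BODIPY-GDP-loaded Rap1B (250 nM) and GDP (50 uM). After 5 min at room temperature, fluorescence was followed for 30 min; activity was scaled to 6.5 mM cAMP.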
# TDP-43 yeast inh: rescues yeast growth from TDP-43 toxicity | TDP-43 expressing yeast growth rescue, BacTiter-Glo, 24 h | Potency, µM (top dose mostly 46.1 µM), inactives show top-dose growth rescue (activation), actives largely listed as activators | 410,000 compounds, 1.8% hits | AID 652104; further: % of control where 0% means no effect; nearly all actives have a fitted effect of over 50% in size
#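 Yeast expressing TDP-43 (pregrown in raffinose, seeded at OD600=0.02 in galactose medium) exposed to compounds 24 hr at 30 deg C. Growth read by BacTiter-Glo luminescence; rescue of toxicity appears as increased signal.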
# An asterisk follows results filed as active; i = inactive; ? = inconclusive; / = not tested or not shown; [ ] = remark or other dose. The call rests on the fitted dose curve; in most records, active means well fitted curve in the direction sought with a large enough effect; inconclusive means small, poorly fitted or top-dose-only effect, or another doubt; inactive means no such curve, though single readings can be large; an effect the other way counts as inactive or inconclusive. Potency means the concentration at half of the fitted maximal effect. A portion of the library; count on the stated rates, not on these rows.
No. | Structure | PTHR1 ag | EPAC2 agonist | aSyn rescue | EPAC2 antag
1 | CCn1c(SCC#N)nc2cc(S(=O)(=O)N3CCOCC3)ccc21 | i | 10% | -3% | -2%
2 | CCC1CCc2sc(C(=O)NNC(=O)c3ccncc3)cc2C1 (stereo not drawn) | -15% | 5% | -4% | -3%
3 | O=C(CNC(=O)C1COc2ccccc2O1)Nc1cc(Cl)ccc1Cl (stereo not drawn) | -12% | -7% | 2% | 10%
4 | Cc1cccc(C(=O)NCc2nnc(SCC(=O)Nc3nncs3)n2C)c1 | ? | 7% | -2% | -5%
5 | COc1ccc(S(=O)(=O)c2c(O)c3ccc(C(=O)Nc4cccc(F)c4)cc3[nH]c2=O)cc1 | i | 18% | -4% | 4%
6 | O=C(NC(C(=O)c1ccccc1)N1CCCCCC1)c1ccco1 (stereo not drawn) | i | -2% | -7% | 16%
7 | CCOc1ccc(/C=C/C(=O)N(CC)CC(=O)NCc2cccs2)cc1OC | i | 1% | 1% | 13%
8 | COc1cc([C@H]2[C@@H]3CCCC[C@]3(O)CCN2Cc2ccccc2F)ccc1O | i | -1% | -7% | -2%
9 | COc1ccc(S(=O)(=O)NCc2ccc(C(=O)N3CCN(Cc4ccccc4)CC3)cc2)cc1 | -24% | 9% | -1% | 4%
10 | O=S(=O)(Nc1ccc(Cc2ccncc2)cc1)c1ccc(Br)s1 | -27%[57.5 µM] | 7% | -5% | 0%[57.1 µM]

No. | FUS suppressor | EPAC1 antagonist | EPAC1 ag | TDP-43 yeast inh
1 | 25% | -6% | 1% | -7%
2 | ? | -5% | 0% | 17%
3 | -7% | 4% | -14% | ?
4 | -8% | -8% | -8% | 0%
5 | -20% | ? | 3% | 16%
6 | 13% | 5% | -3% | 10%
7 | 11% | 21% | 1% | 0%
8 | 19% | -21% | 3% | -12%
9 | 8% | -26% | -3% | 1%
10 | 29% | -26% | 18% | 2%

# The listing continues:
No. | Structure | PTHR1 ag | EPAC2 agonist | aSyn rescue | EPAC2 antag
11 | Cc1ccccc1CS(=O)(=O)Cc1ccc(C(=O)NC2CCCCC2)o1 | i | 8% | -1% | 6%
12 | C[C@@H]1OC(Nc2ccc(N=Nc3ccccc3)cc2)[C@H](O)[C@H](O)[C@H]1O (stereo partly drawn) | -11% | 7% | -1% | 3%
13 | CCNC(=S)N1CCC(C(=O)c2ccc3c(c2)OCCO3)CC1 | -1% | 7% | -8% | -2%
14 | CC1(C)C2CCC1(CS(=O)(=O)N1CCC(C(=O)O)CC1)C(=O)C2 (stereo not drawn) | -3% | -5% | -2% | -4%
15 | c1ccc(CN2CCN(Cc3c[nH]c4ccccc34)CC2)cc1 | -15% | 7% | 2% | -5%
16 | O=S(=O)(c1ccc2ccccc2c1)N1CCOCC1 | i | 11% | ? | 2%
17 | CCCCN(CCCC)CCCNC(=O)C1CC(c2ccc(C(F)(F)F)cc2)=NO1 (stereo not drawn) | -20% | 4% | -3% | 3%
18 | c1ccc(Cc2c(-c3ccccc3)nc3c4ccccc4ccn23)cc1 | -24% | 17% | -7% | -2%
19 | CN1C(=O)/C(=N\OC(=O)c2ccccc2Cl)c2ccccc21 | i | 3% | 21% | -16%
20 | O=C(NCCOc1nc(N2CCOCC2)nc(N2CCOCC2)n1)Nc1ccccc1 | i | -2% | 1% | -8%

No. | FUS suppressor | EPAC1 antagonist | EPAC1 ag | TDP-43 yeast inh
11 | 40% | 3% | 3% | -12%
12 | 10% | 9% | 1% | 21%
13 | 4% | -7% | -2% | 8%
14 | -13% | 12% | 12% | -4%
15 | 19% | 8% | -8% | -9%
16 | 9% | 4% | 2% | -2%
17 | -10% | 5% | -10% | -10%
18 | -1% | -1% | 12% | ?
19 | -26% | -26% | 6% | 18µM*
20 | 55% | -7% | 0% | -19%

# (further entries)
No. | Structure | PTHR1 ag | EPAC2 agonist | aSyn rescue | EPAC2 antag
21 | CCOc1cc2[nH]c(=S)n(CC3CCCN3CC)c(=O)c2cc1OCC (stereo not drawn) | -11%[57.5 µM] | 2% | 1% | -5%
22 | Cc1cccc(N2C(=O)CC(SC(N)=Nc3ccccc3)C2=O)c1 (stereo not drawn) | -3% | 7% | -6% | -8%
23 | COc1ccc(S(=O)(=O)CCC(=O)NCCc2cccc(C)c2)cc1 | -3%[57.5 µM] | 11% | 8% | -1%
24 | COc1cc(C(=S)N2CCOCC2)ccc1OS(=O)(=O)c1ccc(NC(C)=O)cc1 | -30% | 5% | 1% | -16%
25 | O=C(CSc1nnc(-c2ccccc2Cl)n1Cc1ccco1)Nc1ccc2c(c1)OCCO2 | -3% | 7% | 11% | 2%
26 | CN1C(=O)N(CC(=O)N2CCN(S(=O)(=O)Cc3ccccc3)CC2)C(=O)C12CCCCC2 | -31%[inhibitor] | 7% | 1% | -1%
27 | Cc1ccc(NC(=O)CS(=O)CC(=O)NC(C)CCc2ccco2)cc1Cl (stereo not drawn) | -22% | 2% | -1% | 1%
28 | CSc1cccc(NS(=O)(=O)c2cc(Br)cnc2N)c1 | i | 2% | 2% | 8%
29 | O=C1CCC(=O)N1CCc1c[nH]c2ccccc12 | i | 2% | 2% | 6%
30 | CC(=O)/C(=N/Nc1ccccc1[N+](=O)[O-])N1CCCc2ccccc21 | -8% | 4% | 2% | -20%

No. | FUS suppressor | EPAC1 antagonist | EPAC1 ag | TDP-43 yeast inh
21 | 31% | 0% | -4% | -17%
22 | 3% | ? | 9% | 0%
23 | 13% | -3% | 9% | -11%
24 | 8% | -6% | -4% | -14%
25 | 21% | -22% | -7% | 4%
26 | 13% | 7% | 7% | -19%
27 | / | ? | 1% | -18%
28 | -5% | 15% | 0% | ?
29 | -23% | -9% | 4% | 29%
30 | 0% | -19% | 15% | 5%

# 5 of the compounds above, with bars between the fields.
no. | SMILES | PTHR1 ag | EPAC2 agonist | aSyn rescue | EPAC2 antag | FUS suppressor | EPAC1 antagonist | EPAC1 ag | TDP-43 yeast inh
22 | Cc1cccc(N2C(=O)CC(SC(N)=Nc3ccccc3)C2=O)c1 (stereo not drawn) | -3% | 7% | -6% | -8% | 3% | ? | 9% | 0%
28 | CSc1cccc(NS(=O)(=O)c2cc(Br)cnc2N)c1 | i | 2% | 2% | 8% | -5% | 15% | 0% | ?
30 | CC(=O)/C(=N/Nc1ccccc1[N+](=O)[O-])N1CCCc2ccccc21 | -8% | 4% | 2% | -20% | 0% | -19% | 15% | 5%
21 | CCOc1cc2[nH]c(=S)n(CC3CCCN3CC)c(=O)c2cc1OCC (stereo not drawn) | -11%[57.5 µM] | 2% | 1% | -5% | 31% | 0% | -4% | -17%
29 | O=C1CCC(=O)N1CCc1c[nH]c2ccccc12 | i | 2% | 2% | 6% | -23% | -9% | 4% | 29%

# The list continues:
No. | Structure | PTHR1 ag | EPAC2 agonist | aSyn rescue | EPAC2 antag
31 | CCN(CC(=O)Nc1c(F)cccc1F)C(=O)c1ccc2c(c1)OCO2 | i | 3% | 0% | 1%
32 | O=C(CCc1c[nH]c2ccccc12)OCc1cccc([N+](=O)[O-])c1 | -8% | 11% | 16% | -13%
33 | CSCCC(NC(=O)c1ccc(Cl)cc1Cl)C(=O)NCc1ccccn1 (stereo not drawn) | -16% | -7% | 2% | 19%
34 | O=C(CCCOc1ccccc1)N1CCN(S(=O)(=O)c2cccs2)CC1 | -15% | 7% | 3% | -1%
35 | O=C(CCNC(=O)c1ccc(Cl)cc1)Nc1ccc(F)cc1F | -3% | 2% | 9% | -11%
36 | c1ccc(C2=Nn3c(nnc3-c3cccnc3)SC2)cc1 | ? | 9% | 2% | 4%
37 | CC(C)CN(C(=O)CSc1nc2ccccc2[nH]1)c1c(N)n(Cc2ccccc2)c(=O)[nH]c1=O | i | 2% | -9% | -11%
38 | CCC(=O)c1ccc(OCCSc2ncccn2)cc1 | -8%[57.5 µM] | 4% | -1% | -5%
39 | COc1ccc([C@H]2CC(=O)C=C(c3cccc(Br)c3)C2)cc1 | -26% | 2% | ? | -15%
40 | COc1ccc(C(=O)Oc2ccc3c(C)cc(=O)oc3c2C(C)=O)cc1 | i | -8% | 1% | -1%

No. | FUS suppressor | EPAC1 antagonist | EPAC1 ag | TDP-43 yeast inh
31 | -30% | 0% | 8% | 14%
32 | 15% | -18% | 3% | ?
33 | 8% | 7% | -6% | 1%
34 | 1% | 3% | 10% | 19%
35 | -6% | 18% | 2% | -10%
36 | 18% | 12% | 1% | -16%
37 | 15% | -1% | 4% | 7%
38 | 0% | 0% | 1% | 25%
39 | 13% | -17% | 1% | 22µM*
40 | 22% | -15% | -1% | -12%

# More structures follow:
No. | Structure | PTHR1 ag | EPAC2 agonist | aSyn rescue | EPAC2 antag
41 | CC1(C)Cc2cccc(OCC(=O)Nc3nccs3)c2O1 | -9%[57.5 µM] | 4% | 7% | 3%
42 | COC(=O)c1cccc(NC(=S)Nc2ccc(Cl)c(Cl)c2)c1 | -34%[inhibitor] | 18% | -55%[inhibitor] | 1%
43 | CCCCn1nnnc1C(c1cc2ccccc2o1)N(Cc1ccccc1)Cc1ccccc1 (stereo not drawn) | -23% | 11% | 0% | 6%
44 | COc1ccc(/C=N/NC(=O)c2ccc(Br)cc2)c(OC)c1 | -11% | 5% | -9% | -3%
45 | CCN(CC(=O)Nc1ccc(NC(C)=O)cc1)C(=O)c1ccc(N2C(=O)c3ccccc3C2=O)cc1 | i | 0% | -1% | 8%
46 | CCC(CC)=NNc1ccc(S(N)(=O)=O)cc1[N+](=O)[O-] | i | 4% | -4% | -13%
47 | C=CCNC(=O)c1ccccc1NC(=O)COc1ccccc1 | -19% | 4% | 4% | -3%
48 | CCOc1ccc(-c2c(C(=O)N/N=C/C3CC=CCC3)nnn2-c2nonc2N)cc1 (stereo not drawn) | -10% | -7% | -2% | 11%
49 | CC1CCN(C(=O)C(Cc2ccccc2)n2cccc2)CC1 (stereo not drawn) | i | -1% | 7% | -12%
50 | Cc1ccc(S(=O)(=O)NCC(c2ccco2)N2CCc3ccccc32)cc1 (stereo not drawn) | -28% | 15% | 24% | -17%
51 | Cn1c(C(=O)N2CCN(Cc3ccc4c(c3)OCO4)CC2)cc2c(=O)n(C)c3ccccc3c21 | -18% | 5% | 0% | -14%

No. | FUS suppressor | EPAC1 antagonist | EPAC1 ag | TDP-43 yeast inh
41 | 9% | -11% | 0% | ?
42 | 12% | -1% | -4% | -12%[1.82 µM]
43 | 6% | 2% | 12% | 21%
44 | 13% | -26% | 6% | -25%
45 | 1% | -23% | -8% | 6%
46 | 5% | -8% | 0% | -10%
47 | / | -13% | -3% | 0%
48 | 23% | -6% | 8% | 11%
49 | -16% | ? | -6% | 0%
50 | 15% | -7% | 13% | ?
51 | 8% | -13% | 0% | 2%

# Source: PubChem (National Center for Advancing Translational Sciences (NCATS))
